TbPYK inhibitor – T. brucei pyruvate kinase inhibition; Q57TT1; TbPYK enzyme, Kinase-Glo Plus ATP luminescence, 45 min; Potency, µM (highest dose often 76.8 µM), without a hit: at the top dose activity, negative = inhibition, most hits filed as inhibitors; 0.12% of 410,000 active; AID 624173; note: potency is the fitted concentration of half-maximal effect; nearly all actives have a fitted effect of over 50% in size
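Glycolytic pyruvate kinase of T. brucei was incubated with substrate, test compound and 130 uM ADP for 45 minutes at room temperature. Luminescent Kinase-Glo Plus signal was measured after 10 minutes.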
AmpC inh detg – blocks E. coli AmpC beta-lactamase in detergent assay; AmpC hydrolysis of nitrocefin, absorbance 480 nm, 0.01% Triton; 0.041% of 370,000 active; Potency, µM (highest dose often 114 µM), for inactives: at the highest dose activity change, negative = inhibition, usual class: inhibitors;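 note: potency is the fitted concentration of half-maximal effect; 0% = no-compound wells and -100% = no-enzyme wells; nearly all actives have a fitted effect of over 25% in size; some results filed as inactive show a strong effect at the top dose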
Target sequence (P00811 whole entry, looked up): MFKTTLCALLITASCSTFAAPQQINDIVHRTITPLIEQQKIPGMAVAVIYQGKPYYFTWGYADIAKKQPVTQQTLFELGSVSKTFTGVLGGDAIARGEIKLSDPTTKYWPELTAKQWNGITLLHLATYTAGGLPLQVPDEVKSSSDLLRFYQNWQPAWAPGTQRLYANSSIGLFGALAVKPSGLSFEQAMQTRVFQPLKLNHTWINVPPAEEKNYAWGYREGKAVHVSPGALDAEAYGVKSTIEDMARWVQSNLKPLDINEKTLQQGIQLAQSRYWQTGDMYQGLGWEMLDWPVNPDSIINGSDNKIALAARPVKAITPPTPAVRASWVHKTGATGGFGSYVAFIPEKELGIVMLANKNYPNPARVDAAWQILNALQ
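20 mM phosphate pH 7.0 + 0.01% (detergent screen) or 0.0001% Triton X-100; 5.3 nM AmpC reagent; cpd preinc 15 min RT; nitrocefin (800 uM stock) to start; A480 q20 s × 4 min; Activity was normalised to no-enzyme and no-compound control wells.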
HCV inh – HCV inhibition | Huh7.5.1 HCVcc-Cre infection, luciferase reporter, 44 h | Potency, µM (top dose mostly 41.8 µM), inactives show top-dose activity change, negative = inhibition, most hits filed as inhibitors | 3.4% of 340,000 active | AID 651820; note: potency is the fitted concentration of half-maximal effect
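Infectious HCV cell culture screen: compound-treated cells (1,000/well, pre-plated 4 h) are infected with HCVcc-Cre at roughly 0.5 moi and grown 44 h. Infection is quantified by luciferase signal after 15 min substrate incubation at room temperature.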
HCMV inh – inhibitors of human cytomegalovirus; HFF cells, HCMV-luciferase reporter, 72 h; active compounds read low; activity change, negative = inhibition, % at 57.5 µM; 4.5% of 410,000 active; AID 1259415; in the data active = activity change below about -60%; inconclusive = no clear call, values can overlap the other calls; inactive = above about -39%
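Steps: HFFs plated, 16 h 37C; compounds added; HCMV-luciferase added to MOI 1 PFU/cell; 72 h 37C; OneGlo reagent, 5 min room temperature; luminescence read, normalized to controls.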
AMA1 RON2 block – inhibitors of Plasmodium falciparum AMA1-RON2 interaction; AlphaScreen AMA1-biotinylated RON2 peptide binding; Potency, µM (doses to about 58.2 µM), for the others: at the top dose activity change, negative = inhibition, usual class: inhibitors; 0.2% of 360,000 active;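 note: potency is the fitted concentration of half-maximal effect; 0% = vehicle wells and -100% = peptide control; nearly all actives have a fitted effect of over 45% in size; some results filed as inactive show a strong effect at the top dose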
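AMA1 (3D7) with his tag at 25 nM final met compounds first, then biotinylated RON2 peptide at 25 nM; detection used donor plus acceptor beads, 10 µg/mL apiece, read by AlphaScreen after 30 min at room temperature.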
AmpC inh no detg – inhibitors of E. coli AmpC beta-lactamase without detergent. Potency, µM (highest dose often 57.1 µM), for the others: top-dose activity change, negative = inhibition, usual class: inhibitors. AmpC nitrocefin hydrolysis, absorbance 480 nm, 0.0001% Triton. 0.52% of 330,000 active. P00811;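 note: potency is the fitted concentration of half-maximal effect; plate controls were no compound for no effect and no enzyme for full effect; nearly all actives have a fitted effect of over 20% in size; some results filed as inactive show a strong effect at the top dose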
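AmpC (5.3 nM in the dispensed reagent) in 20 mM phosphate pH 7.0 with 0.01% (detergent screen) or 0.0001% Triton X-100 was preincubated with compounds for 15 min at room temperature. Nitrocefin was then added from an 800 uM solution, and hydrolysis was followed at 480 nm.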
LmPK inh – blocks Leishmania mexicana pyruvate kinase activity; Potency, µM (highest dose often 57.5 µM), inactives show at the highest dose activity change, negative = inhibition, hits mostly inhibitors; 0.37% of 290,000 active; Q27686; AID 1721; purified LmPK, Kinase-Glo ATP luminescence, 1 h; note: potency is the fitted concentration of half-maximal effect
Target sequence (Q27686 whole entry, looked up): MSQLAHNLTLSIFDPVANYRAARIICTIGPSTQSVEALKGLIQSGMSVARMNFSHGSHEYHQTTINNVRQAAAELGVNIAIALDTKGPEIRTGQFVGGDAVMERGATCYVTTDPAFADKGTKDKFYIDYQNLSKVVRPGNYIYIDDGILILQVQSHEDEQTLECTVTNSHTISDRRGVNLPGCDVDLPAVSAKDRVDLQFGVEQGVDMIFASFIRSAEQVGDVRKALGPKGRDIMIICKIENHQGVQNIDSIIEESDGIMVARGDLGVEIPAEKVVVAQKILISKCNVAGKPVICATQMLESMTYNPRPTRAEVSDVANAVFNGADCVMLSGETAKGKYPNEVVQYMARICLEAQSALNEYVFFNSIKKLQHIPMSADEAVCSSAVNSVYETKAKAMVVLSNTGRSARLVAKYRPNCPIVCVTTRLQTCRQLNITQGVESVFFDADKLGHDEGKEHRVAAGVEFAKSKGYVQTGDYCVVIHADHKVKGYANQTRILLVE
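ATP generated from ADP (0.1 mM) and PEP (0.5 mM) by 0.1 nM LmPK over 1 h at room temperature (pH 7.2 imidazole buffer) was detected by coupled luciferase luminescence. Values were normalized to uninhibited and no-enzyme wells.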
Active calls of the source: *; u = inconclusive; x = not tested or not shown; & = joins results of further samples; [ ] = another dose, or the depositor's remark. Unless noted, calls come from the whole dose curve; as a rule, active = well fitted curve in the direction sought with a large enough effect; inconclusive = small, poorly fitted or top-dose-only effect, or another doubt; inactive = no such curve, though single readings can be large; an effect the other way counts as inactive or inconclusive. Unless noted, % is set by controls: 0 for no effect and ±100 for the full control effect.

SMILES	TbPYK inhibitor	AmpC inh detg	HCV inh	HCMV inh	AMA1 RON2 block	AmpC inh no detg	LmPK inh
CCOC(=O)[C@]12CCC=C1N(Cc1ccco1)C(=O)[C@H](CC(=O)NCc1ccc(C)o1)C2	-14%	x	x	-1	-5%	x	x
N#CCC(=O)N1CC2(CC(c3cccc(NC(=O)COc4ccc(Cl)cc4)c3)=NO2)C[C@@H]1C(N)=O (stereo partly drawn)	2%	-12%	-2%	-7	-5%	101%[activator]	1%
CCN1CCN(c2ccc(NC(=O)C(C)C)cc2Cl)CC1	-9%	-1%	-12%	-5	4%	-12%	-1%
CCc1cccc(C)c1NC(=O)Cn1ccn(Cc2ccc(Cl)cc2)c(=O)c1=O	-3%	14%	x	-24	x	x	x
CCOC(=O)N1CCN(c2c(Nc3cc(C)[nH]n3)c(=O)c2=O)CC1	-1%	u	2%	19	23%	-28%	13%
COc1ccc(/C=N/NC(=O)c2ccc(N(C)S(=O)(=O)c3ccccc3)cc2)cc1OC	-8%	3%	-5%	9	-6%	108%[activator]	1%
Cc1nn(C(C)C(=O)NC2CCCCC2)c(=O)c2c1sc1ccccc12 (stereo not drawn)	0%	23%	x	-18	x	x	x
Cc1cc(C)n(-c2ccc(C(=O)OCC(=O)NCc3ccco3)cc2)n1	5%	u	24%	31	-6%	-25%	-3%
O=C(COC(=O)Cc1ccc(Br)cc1)NCc1cccs1	-2%	x	15%	39	24%	-1%	x
c1cncc(-c2nnc(-c3ccco3)o2)c1	3%	-3%	12%	28	4%	1%	5%
Cc1ccc(OCC(=O)Nc2ccc(S(=O)(=O)N3CCCCC3)cc2)c([N+](=O)[O-])n1	5%	u	-20%	-5	30%[activator]	-7%	-1%
Cc1cc(NC(=O)CSc2nnc(C)o2)no1	-1%	-6%	9%	-12	96%[activator]	-8%	-3%
O=C(Nc1ccc(F)cc1F)c1ccc(S(=O)(=O)N2CCCCC2)cc1	-17%	3%	1%	-14	-13%	-23%	-7%
c1ccc(-n2cc(CN3CCC(N4CCOCC4)CC3)c(-c3ccc4c(c3)OCO4)n2)cc1	6%	7%	-12%	u	6%	-4%	1%
Cc1ccc(C(=O)Nc2nnc(-c3ccc(C(C)(C)C)cc3)s2)cc1	-6%	-8%	-15%	15	-4%	-8%	-1%
COc1ccc(Cl)cc1C(=O)NC(C)C	-7%	2%	2%	-7	10%	-9%	1%
Clc1cccc(Cl)c1NC1=NCCN1	-6%	1%	x	x	x	-15%	-4%
COc1cccc(COC(=O)C2CCN(S(=O)(=O)c3ccc(Cl)cc3)CC2)c1OC	2%	u	u	-4	-16%	-8%	x
CCOC(=O)c1cccc(NC(=O)Cn2cnc3c2c(=O)n(C)c(=O)n3C)c1	-2%	-8%	-58%	-12	0%	-3%	-1%
COc1ccc(-n2c(-c3ccco3)nc3c(cnn3-c3ccccc3C)c2=O)cc1	-19%&7%	2%&-1%	-6%	u	3%	42%	-2%
Nc1ccc(C(=O)OCC(=O)c2cccc([N+](=O)[O-])c2)cc1	-2%	4%	2%	u	4%	-1%	1%
CCCOc1ccc(S(=O)(=O)N2CCOCC2)cc1[N+](=O)[O-]	0%	u	9%	53	14%	-13%	5%
Clc1cccc(OCc2nc(-c3ccncc3)n[nH]2)c1	0%	-1%	-4%	-30	18%	-23%	0%
CSc1nnc(-c2cc3c(-c4ccccc4)nn(C)c3s2)n1C	1%	1%	u	-18	2%	184%[activator]	-1%
Cc1cc(C)n2nc(CNS(=O)(=O)c3ccc(Cl)cc3)nc2n1	2%	22%	x	-1	x	x	x
Cc1cc(-c2ccc(/C=N/n3cnnc3)o2)c(C)c([N+](=O)[O-])c1	-3%	-5%	-7%	-38	-8%	-15%	-2%
Cc1ccc(-c2cc(-c3ccccc3)[nH]c(=S)c2C#N)cc1	4%	1%	3%	-39	31%[activator]	u	11%
O=C(O)c1ccc(N=NN2CCCCC2)cc1	2%	4%	2%	61	-1%	26%	-27%
CCOc1cc(N2CCOCC2)c(OCC)cc1NC(=O)c1c(C)noc1C	-4%	-19%	4%	-4	-19%	-9%	x
Cc1cccc(N2CCN(C(=O)c3ccc4nc(N5CCCCC5)sc4c3)CC2)c1C	0%	-1%	-17%	-25	1%	0%	1%
S=c1[nH]nc(-c2cccc(Cl)c2)n1Cc1ccccc1	u	-6%	-4%	34	25%	-19%	u
COc1cc(C=O)cc(OC)c1OS(=O)(=O)c1ccc(NC(C)=O)cc1	11%	-8%	-23%	6	-2%	-7%	3%
Cc1ccsc1C(=O)C1CCCN(Cc2cc3ccccc3o2)C1 (stereo not drawn)	2%	-12%	-23%	-34	-5%	-18%	5%
COc1ccc(CC(=O)OCC(=O)NCc2ccccc2Cl)cc1	2%	7%	12%	-25	-13%	-8%	4%
Cc1ccc(/C=N/n2c(COc3ccccc3)n[nH]c2=S)o1	u	-1%	7%	-90*	95%[activator]	-17%	1%
c1ccc(-c2nnc3oc(-c4cccs4)nn23)cc1	3%	x	x	10	-7%	x	x
CC(C)CC(NS(=O)(=O)c1ccc2c(c1)oc(=O)n2C)C(=O)NCc1cccnc1 (stereo not drawn)	1%	u	10%	41	3%	-13%	7%
CCOC(=O)CSc1nnc(-c2cccnc2)n1C	5%	3%	2%	-34	0%	-1%	-1%
COc1ccccc1-c1nc(=S)c(C(C)=O)c(C)[nH]1	-29%	-3%	16%	-36	55%[activator]	-13%	-6%
CCOC(=O)N1CCN(C(=O)Cc2ccccc2[N+](=O)[O-])CC1	8%	-2%	4%	-4	6%	-9%	-1%
CC(O)C(=O)N/N=C/c1cccc2ccccc12 (stereo not drawn)	-1%	0%	2%	8	-5%	-13%	-2%
OCC1(Cc2ccccc2C(F)(F)F)CCN(Cc2ccccc2)CC1	2%	4%	-19%	-5	2%	33%	5%
Nc1nonc1-n1nnc(C(=O)N/N=C/c2ccccc2Cl)c1CN1CCOCC1	0%	2%	-1%	23	25%	1%	3%
Cc1cc(-c2csc(NC(=O)c3ccc(=O)[nH]c3)n2)c(C)n1Cc1ccco1	-22%	4%	-14%	u	8%	-23%	0%
COc1cccc(C2C(C(=O)c3cc4ccccc4o3)=C(O)C(=O)N2c2cc(C)on2)c1OC (stereo not drawn)	-5%	-2%	16%	-36	-4%	-42%	11%
Cc1ccc(Nc2nc(CSc3nnc(-c4ccccc4)n3C)cs2)cc1	2%	0%	u	u	9%	-11%	2%
Cn1c(=O)n(CCOc2ccc([N+](=O)[O-])cc2)c2ccccc21	-5%	-3%	2%	38	-22%	38%	2%
COc1ccc(CNC(=O)C2CCN(C(=O)N3CCOc4ccc(Cl)cc43)CC2)cc1	3%	1%	x	-7	x	x	x
COc1ccccc1C(=O)NC(CCSC)C(=O)OCC(=O)c1ccc[nH]1 (stereo not drawn)	1%	-8%	10%	49	9%	-23%	3%
CC(=O)N1CCN(c2nc(-c3ccco3)c3c(c2C#N)CC(C)(C)SC3)CC1	-15%	1%	13µM*	-1	-22%	162%[activator]	5%
Cc1sc2ncnc(N[C@@H](Cc3c[nH]c4ccccc34)C(=O)O)c2c1C	20%	2%	28%	47	-9%	-14%	u
Cc1c(C(=O)NCc2cccc(F)c2)oc2c1-c1[nH]ncc1CC2	0%	-7%	x	7	x	x	x
COC(=O)c1ccc(N=Nc2ccccc2)cc1	-3%	u	14%	70	u	-9%	-1%
COc1ccccc1N(C(=O)c1snc(C(N)=O)c1N)C(C(=O)NC1CCCC1)c1ccc2ncccc2c1 (stereo not drawn)	1%	-1%	0%	-88*	-14%	69%[activator]	9%
Cc1noc(C)c1COc1ccc(C(=O)NCc2cccs2)cc1	3%	x	4%	71	-17%	-24%	x
O=C(O)c1ccc(N=C2SCC(=O)N2Cc2ccccc2)cc1	3%	-3%	u	-13	0%	-13%	6%
CC1CCCC(NC(=O)COC(=O)CSc2ccc3ccccc3c2)C1C (stereo not drawn)	3%	-2%	3%	-6	13%	26%	1%
CN(Cc1nc(-c2cccs2)no1)CC1(N2CCOCC2)CCCCC1	10%	9%	5%	-2	7%	4%	-2%
CCN(CC)CCN1C(=O)C(=O)/C(=C(/O)c2ccc(OC)cc2)C1c1ccco1 (stereo not drawn)	-1%	-6%	32%[activator]	4	-6%	9%	-7%
O=C(CCc1nc2ccccc2c(=O)[nH]1)OCc1ccc(-c2ccccc2)cc1	u	-11%	23%	-4	-10%	-43%	-5%

Shown with each value named: entries from further up.
CN(Cc1nc(-c2cccs2)no1)CC1(N2CCOCC2)CCCCC1
  TbPYK inhibitor: 10% | AmpC inh detg: 9% | HCV inh: 5% | HCMV inh: -2 | AMA1 RON2 block: 7% | AmpC inh no detg: 4% | LmPK inh: -2%
CCN(CC)CCN1C(=O)C(=O)/C(=C(/O)c2ccc(OC)cc2)C1c1ccco1 (stereo not drawn)
  TbPYK inhibitor: -1% | AmpC inh detg: -6% | HCV inh: 32%[activator] | HCMV inh: 4 | AMA1 RON2 block: -6% | AmpC inh no detg: 9% | LmPK inh: -7%
O=C(CCc1nc2ccccc2c(=O)[nH]1)OCc1ccc(-c2ccccc2)cc1
  TbPYK inhibitor: u | AmpC inh detg: -11% | HCV inh: 23% | HCMV inh: -4 | AMA1 RON2 block: -10% | AmpC inh no detg: -43% | LmPK inh: -5%

Already shown: 2 of the compounds above.
SMILES	TbPYK inhibitor	AmpC inh detg	HCV inh	HCMV inh	AMA1 RON2 block	AmpC inh no detg	LmPK inh
CC(O)C(=O)N/N=C/c1cccc2ccccc12 (stereo not drawn)	-1%	0%	2%	8	-5%	-13%	-2%
OCC1(Cc2ccccc2C(F)(F)F)CCN(Cc2ccccc2)CC1	2%	4%	-19%	-5	2%	33%	5%

Next section
SMILES	TbPYK inhibitor	AmpC inh detg	HCV inh	HCMV inh	AMA1 RON2 block	AmpC inh no detg	LmPK inh
O=C1C2CC=CCC2C(=O)N1CNc1ccccc1 (stereo not drawn)	1%	u	8%	12	-1%	-13%	4%
Cc1ccc(C(=O)Nc2ccc3nc(C)sc3c2)o1	4%	x	x	81	-4%	x	x
COC(=O)CC1=C(C)C(=O)CC2C(C)(C)CCCC12C (stereo not drawn)	-5%	-8%	7%	-11	3%	-1%	1%
CCOc1ccc(OCC)c(NC(=O)CN(C)S(=O)(=O)c2cccc3nsnc23)c1	-8%	-6%	u	u	0%	51%	-2%
O=C(O)CC1=C(O)C(=O)N(c2ccccc2)C1c1ccccc1 (stereo not drawn)	-4%	-6%	36%[activator]	-15	-3%	-38%	-4%
CCOC(=O)c1c(C)n(-c2ccc(F)cc2)c2ccc(O)cc12	-14%	-3%	8.9µM*	x	-10%	-25%	-10%
CCCS(=O)(=O)NC(=O)C1(C)CCN(C(=O)c2ccc(F)c(Cl)c2)C1 (stereo not drawn)	-6%	x	x	9	-5%	x	x
